STAT1 act: STAT1 signaling activation; NIH 3T3 STAT1-luciferase reporter, IFN-gamma, luminescence; 100% = IFN-gamma alone, no compound; activation (% of control), % at 5.5 µM; 2.6% of 200,000 active; AID 932;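 active = activation above the screen-wide mean activation plus 3 SD, cut at about 130% in these data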;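 note: raw ratio to IFN-gamma control signal so 100% means no change and 0% no light; values of inactives mirror those of a sister screen read the other way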
FLuc inhib CS: Photinus pyralis luciferase inhibition counter-screen. P08659. ATPLite firefly luciferase biochemical luminescence, 10 min. inhibition, % at 10 µM. 1.5% of 200,000 active. AID 1006;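 active = inhibition above about 50% when tested at 10 µM, limit read from the data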
Target sequence (P08659 whole entry, looked up): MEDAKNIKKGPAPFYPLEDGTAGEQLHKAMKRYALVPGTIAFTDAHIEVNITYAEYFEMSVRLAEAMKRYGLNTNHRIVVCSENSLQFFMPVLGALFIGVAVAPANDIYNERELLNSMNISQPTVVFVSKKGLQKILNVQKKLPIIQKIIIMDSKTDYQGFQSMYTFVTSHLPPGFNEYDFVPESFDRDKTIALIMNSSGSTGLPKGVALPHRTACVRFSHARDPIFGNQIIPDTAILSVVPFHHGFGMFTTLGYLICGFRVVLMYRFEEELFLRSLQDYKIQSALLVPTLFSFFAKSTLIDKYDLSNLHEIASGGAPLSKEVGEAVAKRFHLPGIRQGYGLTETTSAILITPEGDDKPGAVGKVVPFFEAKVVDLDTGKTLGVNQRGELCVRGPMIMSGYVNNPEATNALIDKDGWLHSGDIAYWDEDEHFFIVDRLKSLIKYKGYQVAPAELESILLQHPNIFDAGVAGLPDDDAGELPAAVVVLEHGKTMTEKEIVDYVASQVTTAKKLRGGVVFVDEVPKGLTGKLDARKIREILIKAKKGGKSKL
FLuc stim CS: affects firefly luciferase, flagging false hits in luciferase stimulation screens; activation factor at 10 µM; ATPlite luciferase biochemical, luminescence, 10 min; 0 = ATP-free wells, 1 = DMSO control; 200,000 tested, under 10 active; P08659;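 active = luciferase activation factor, scaled between plate controls, of at least 2 with compound at 10 µM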
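assay system = Luciferase/luciferin detection reagent, cell-free biochemical luciferase assay | also added = ATP substrate | times = 10 min post-reagent at room temperature | measured by = luminescence from luciferase reaction | measure = luciferase activation, seen as luminescence increase over controls | benchmarks = low control with PBS replacing ATP, high control enzyme plus ATP without compound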
APP 5'UTR act: APP 5'UTR luciferase reporter activation; SH-SY5Y APP 5'UTR luciferase reporter, luminescence; zero percent = DMSO vehicle wells; activation, % at 2 µM; 1% of 190,000 active;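 active = activation above a set limit, based on mean plus 3 SD of controls, cut at about 140% in these data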; note: values of inactives mirror those of a sister screen read the other way
Hsp70 act: Hsp70 transcriptional activation, primary screen | HeLa Hsp70 promoter luciferase reporter, luminescence; scaled: vehicle 0, proteasome-inhibitor control 100% | activation, % at 10 µM | 0.04% of 200,000 active | AID 1203;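 active = activation above the mean across all tested compounds plus 3 SD, cutoff set per campaign, cut at about 5.5% in these data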;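 note: 100% = MG132 at 30 µM as the positive control and 0% = DMSO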
HMGR II inh: E. faecalis class II HMG-CoA reductase inhibition; 0.41% of 190,000 active; inhibition, % at 10 µM; purified E. faecalis HMGR, NADPH absorbance 340 nm kinetic;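 active = inhibition above a set limit, the median over all tested compounds plus 3 SD, cut at about 9.5% in these data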;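 note: enzyme runs in reverse so mevalonate oxidation gives rising NADPH absorbance; 0% = complete reaction with DMSO and 100% = background rate lacking mevalonate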
APP 5UTR inh: APP translation inhibition; SH-SY5Y APP 5'UTR-luciferase reporter, luminescence; AID 1285; inhibition, % at 2 µM; 0.82% of 190,000 active;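 active = inhibition above a set limit, derived from the sample mean plus 3 SD, cut at about 45% in these data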; note: values of inactives mirror those of a sister screen read the other way
G6PDH counter: inhibits Leuconostoc G6PDH, flagging false hits in G6PDH-based assays; Purified L. mesenteroides G6PDH, diaphorase/resazurin coupled fluorescence, 45 min; inhibition, % at 5 µM; 0.12% of 200,000 active; AID 1020; in the data active = inhibition above about 50%
DTT redox prof: compounds producing H2O2 with reducing agent – biochemical, NIH compound library profiling, artefact control for MLSCN library redox annotation, primary screen; DTT-dependent redox cycling H2O2, phenol red/HRP absorbance; 100% = 100 µM peroxide control, 0% = buffer; activation, % at 10 µM; 0.03% of 200,000 active; AID 878;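 active = activation of at least 50% relative to the plate's high and low controls in the primary single-dose screen; inactive = activation below 50%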;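 note: compound incubated with DTT at 0.8 mM final as the reducing agent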
NF-kB neuron act: NF-kB expression increase, human neuronal cells; AID 1239; NF-kB reporter expression; stronger effect = higher value; 1.6% of 190,000 active; fold change at 12.5 µM; in the data active = fold change above about 3.3
An asterisk follows results filed as active; . = no result given.

Results follow in this order: STAT1 act	FLuc inhib CS	FLuc stim CS	APP 5'UTR act	Hsp70 act	HMGR II inh	APP 5UTR inh	G6PDH counter	DTT redox prof	NF-kB neuron act
- Cn1c(=O)c(Oc2ccc(F)cc2)c(O)c2ccccc21
→ 83	-9	1.1	15	-0.3	-4	-15	-1	0.0	1
- CC1CN(CC(=O)NN=C(c2ccccc2)c2ccccc2)CC(C)O1 (stereo unspecified)
→ 95	-5	1.1	-2	-0.1	0	2	13	1.4	1.2
- CC(C)NC(=O)CSCc1c(F)cccc1Cl
→ 91	-2	1	0	-0.5	-1	0	1	0.6	1
- CC(O)(CS(=O)(=O)Cc1ccccc1)C(=O)Nc1ccc(C(F)(F)F)cc1 (stereo unspecified)
→ 99	-10	1.1	-2	-0.1	-5	2	6	-3.5	1
- CC(C)NC(=O)c1ccccc1-c1ccccc1
→ 103	-6	1.1	-14	-0.2	-5	14	0	0.1	1.1
- COc1ccc(C(=O)NCCOc2cccc(OC)c2)cc1
→ 102	-5	1.1	10	0.8	-1	-10	11	0.4	1
- CCN(CC)C(=O)CNC(=S)N(CCCN1CCOCC1)Cc1cccs1
→ 103	-5	1.1	-7	-0.4	-2	7	-8	-0.3	1
- O=C(/C=C/c1ccccc1Cl)Nc1ccc(S(=O)(=O)Nc2ncccn2)cc1
→ 103	16	0.8	0	0.0	9.6*	0	6	-0.3	0.89
- O=S(=O)(c1ccc(Cl)cc1)N1CCN(c2nc(-c3cccs3)nc3ccccc23)CC1
→ 102	1	1	-6	-0.5	-2	6	-8	1.2	0.84
- COc1ccccc1NS(=O)(=O)c1cc(NC(=O)c2ccc(=O)[nH]c2)ccc1N1CCOCC1
→ 99	-8	1.1	-24	-0.2	2	24	9	-0.2	1
- CCOc1ccc(NC(=O)Nc2ccc(NC(C)=O)cc2)cc1
→ 99	-5	1.1	1	-0.2	0	-1	0	-0.9	1.1
- Nc1nc(=S)n(-c2ccccc2)[nH]1
→ 102	3	1	17	0.0	-3	-16	6	-0.8	0.98
- Cc1ccc(N(CC(=O)NCc2ccc3c(c2)OCO3)S(C)(=O)=O)cc1
→ 100	-2	1	12	-0.5	2	-12	6	0.2	1.6
- CCOC(=O)c1c2c3c(cccc3[nH]c1=O)C(=O)c1ccccc1-2
→ 106	-6	1.1	-3	-0.3	-7	3	-6	-1.3	1.3
- COc1ccc(OC2C(=O)N(c3ccc(F)cc3)C2c2ccc(OC)c(OC)c2)cc1 (stereo unspecified)
→ 99	-4	1	-12	0.1	4	12	1	-4.2	0.45
- COCC(C)NC(=O)c1cc(-c2cccc(OC)c2)on1 (stereo unspecified)
→ 134*	20	0.8	23	0.2	0	-23	-4	1.7	1.5
- O=C(O)CC(NC(=S)NCc1ccccc1)C(=O)O (stereo unspecified)
→ 97	0	1	-10	-0.3	-4	10	0	0.1	1.4
- COC(=O)c1ccc(/C=N\NC(=O)c2ccc(C)cc2Cl)cc1
→ 95	0	1	-2	-0.2	-1	2	12	1.2	1
- O=C(O)c1cccnc1SCc1ccccc1Cl
→ 99	2	1	10	-0.1	-4	-10	3	-0.3	1.3
- CCOc1cc(/C=C2/NC(=O)N(Cc3ccccc3F)C2=O)ccc1O
→ 104	-5	1.1	-25	-0.2	4	25	-2	-0.7	5.9*
- COCCNC(=O)C(C)N(c1ccc(Oc2ccccc2)cc1)S(C)(=O)=O (stereo unspecified)
→ 100	-5	1.1	-8	-0.4	-2	8	7	1.9	0.92
- CSc1nc(Cl)c(C#N)c(-c2ccc(C)cc2)n1
→ 84	-6	1.1	4	-0.6	1	-4	1	0.9	1.1
- CCOC(=O)C1CCCN(S(=O)(=O)c2ccc(S(N)(=O)=O)cc2)C1 (stereo unspecified)
→ 93	-8	1.1	-8	-0.3	-1	8	6	-0.2	1.2
- Cc1ccc(C(=O)O/N=C/c2ccc(N(C)C)cc2)cc1
→ 115	19	0.8	5	0.1	1	-5	7	-0.9	1.4
- O=C(c1cnn2c1NC(c1ccc(Br)cc1)CC2C(F)(F)F)N1CCN(C23CC4CC(CC(C4)C2)C3)CC1 (stereo unspecified)
→ 99	-7	1.1	-5	0.0	-10	5	3	0.3	1.1
- O=C(Nc1ncccc1Cl)C1COc2ccccc2O1 (stereo unspecified)
→ 106	8	0.9	.	0.3	-2	.	3	0.1	1.4
- COc1ccc(CC(=O)Nc2ccc(OC)c(NC(=O)c3ccco3)c2)cc1
→ 101	-2	1	-7	-0.3	1	7	-20	0.0	1.3
- Clc1ccc(C[n+]2csc3ccccc32)cc1
→ 94	4	1	29	-0.3	-3	-29	-4	-0.4	1.8
- Nc1nonc1-c1nc2ccccc2[nH]1
→ 98	0	1	37	0.5	-4	-37	0	0.4	1.7
- CCc1ccc(-c2csc3[n+]2CCN3C(C)=O)cc1
→ 95	-3	1	-15	-0.1	6	15	8	-3.0	2.6

Just FLuc stim CS, for 3 of the compounds above:
compound | FLuc stim CS
CCOC(=O)c1c2c3c(cccc3[nH]c1=O)C(=O)c1ccccc1-2 | 1.1
CCOc1cc(/C=C2/NC(=O)N(Cc3ccccc3F)C2=O)ccc1O | 1.1
O=C(O)c1cccnc1SCc1ccccc1Cl | 1

Further results follow.
Results follow in this order: STAT1 act	FLuc inhib CS	FLuc stim CS	APP 5'UTR act	Hsp70 act	HMGR II inh	APP 5UTR inh	G6PDH counter	DTT redox prof	NF-kB neuron act
- COc1ccc(C(=O)CSc2nnc(-c3cc(C)cc(C)c3)o2)cc1
→ 104	-6	1.1	-4	0.1	0	4	2	2.6	0.99
- O=C(c1ccccc1)N1CCN(CC(O)COCC2CC=CCC2)CC1 (stereo unspecified)
→ 104	-7	1.1	7	2.7	3	-7	4	1.8	1.8
- O=C(c1ccccc1)c1ccc(OCCOCCN2CCN(Cc3ccccc3)CC2)cc1
→ 79	-2	1	6	-0.3	-4	-6	19	10	0.77
- COCCOC(=O)C1=C(C)NC2=C(C(=O)CCC2)C1c1ccc(N(C)C)cc1 (stereo unspecified)
→ 99	-3	1	10	-0.3	.	-10	7	-0.6	.
- COc1ccc(N2CC(C(=O)N/N=C/c3c[nH]c4ccccc34)CC2=O)cc1 (stereo unspecified)
→ 100	-6	1.1	10	-0.2	2	-10	2	-0.9	0.91
- c1cc2c(cc1-c1cnc3n1CCC3)OCCO2
→ 104	-4	1	0	0.1	-4	0	7	0.3	1.1
- CC(C)(C)Nc1c(-c2ccc(O)cc2)nc2ccc(Cl)cn12
→ 97	-3	1	34	-0.3	-6	-34	10	0.3	1.4
- CCN(CCCNC(=O)c1c(C)cc(=O)oc1C)c1ccccc1
→ 100	2	1	1	-0.2	1	-1	13	1.2	0.89
- CCOc1ccc(C2=Nn3c(nnc3-c3ccccc3OC)SC2)cc1
→ 114	-2	1	-95	-0.1	-3	95*	7	2.4	2.4
- CC(C)(C)n1nnnc1C(c1cccnc1)N1CCN(C2CCCCC2)CC1 (stereo unspecified)
→ 99	-6	1.1	-15	0.0	2	16	1	-1.0	0.98
- c1ccc(CNc2nc(-c3cccnc3)cs2)cc1
→ 112	4	1	8	-0.1	-1	-8	-5	-0.2	2.1
- CC(=O)N1c2c(cc(Br)cc2S(=O)(=O)N2CCN(c3ccccn3)CC2)CC1C (stereo unspecified)
→ 96	-3	1	13	0.2	-1	-13	3	0.0	0.45
- O=C(C[n+]1ccc(C(=O)NCc2ccccc2)cc1)c1ccc(OC(F)F)cc1
→ 99	1	1	-8	0.2	-8	8	-1	-1.3	0.97
- COc1ccccc1C(=O)Nc1ccc(S(=O)(=O)N2CCc3ccccc32)cc1
→ 105	-7	1.1	7	-0.1	-2	-7	0	0.7	1.2
- O=C(N/N=C/c1ccc(F)cc1)c1sccc1OCc1ccc(F)cc1
→ 105	15	0.8	4	0.2	3	-4	-6	1.4	1.4
- Cc1ccc(NC(=O)Nc2nnc(-c3ccncc3)s2)cc1C
→ 97	1	1	29	-0.5	-4	-30	9	0.2	0.69
- C=CCn1c(-c2ccccc2OC)n[nH]c1=S
→ 106	5	1	-16	-0.3	1	16	6	0.2	1
- O=C(Nc1nc2c(s1)CN(Cc1ccccc1)CC2)c1c(F)cccc1F
→ 108	-6	1.1	16	0.0	-5	-16	-2	-0.1	1.7
- COc1ccc(CCNC(=O)C2=COCCO2)cc1
→ 106	6	0.9	21	-0.3	1	-21	-1	1.1	1.2
- CCCCNC(=O)CCCCCNS(=O)(=O)c1ccc(OC)cc1
→ 100	-10	1.1	-10	-0.4	-4	10	6	-0.8	0.93
- CC(C)(C)C(=O)COC(=O)c1cc2ccccc2cc1O
→ 96	2	1	-5	-0.2	-2	5	1	0.4	2
- Cc1nn(-c2ccccc2)c(Cl)c1C1C(C#N)=C(N)OC2=C1C(=O)CCC2 (stereo unspecified)
→ 94	4	1	27	-0.3	-3	-27	9	-3.2	1.3
- Cc1ccc(NC(=O)c2cncc(Br)c2)c(O)c1
→ 114	11	0.9	26	0.1	0	-26	4	-1.6	1.9
- CC(=O)N1CCc2cc(Br)cc(S(=O)(=O)N3CCc4ccccc43)c21
→ 98	-4	1	5	0.0	0	-5	12	-1.7	1
- Cc1c(NC(=O)CSc2nnc(Nc3ccccc3)s2)c(=O)n(-c2ccccc2)n1C
→ 106	8	0.9	-6	-0.2	2	6	-6	0.5	1.1
- COc1ccc(C2=NNC(=O)CC2)cc1
→ 105	-4	1	5	-0.3	-3	-5	14	0.1	0.93
- CC1(C)C2CCC(C2)C1(C)NC(=O)CN1CCN(Cc2ccccc2)CC1 (stereo unspecified)
→ 96	-4	1	19	-0.1	-7	-19	2	-0.1	0.94
- O=C(Nc1sc2c(c1C(=O)O)CCC2)c1ccc(F)cc1
→ 116	31	0.7	-16	-0.2	-1	16	-4	0.8	1.4
- O=C(COc1ccc(Cl)cc1)N1CCN(c2cccc(C(F)(F)F)c2)CC1
→ 101	-7	1.1	19	-0.3	-8	-19	8	2.4	1.2
- C=CCOc1c(CNc2nccs2)cccc1OCC
→ 94	-1	1	-13	0.6	4	13	14	0.9	1.4

Compound profiles, from the list above. Order of screens: STAT1 act, FLuc inhib CS, FLuc stim CS, APP 5'UTR act, Hsp70 act, HMGR II inh, APP 5UTR inh, G6PDH counter, DTT redox prof, NF-kB neuron act
Shown for O=C(Nc1sc2c(c1C(=O)O)CCC2)c1ccc(F)cc1 → 116, 31, 0.7, -16, -0.2, -1, 16, -4, 0.8, 1.4
Shown for c1cc2c(cc1-c1cnc3n1CCC3)OCCO2 → 104, -4, 1, 0, 0.1, -4, 0, 7, 0.3, 1.1
Shown for COc1ccc(C2=NNC(=O)CC2)cc1 → 105, -4, 1, 5, -0.3, -3, -5, 14, 0.1, 0.93
Shown for CCCCNC(=O)CCCCCNS(=O)(=O)c1ccc(OC)cc1 → 100, -10, 1.1, -10, -0.4, -4, 10, 6, -0.8, 0.93
Shown for Cc1ccc(NC(=O)c2cncc(Br)c2)c(O)c1 → 114, 11, 0.9, 26, 0.1, 0, -26, 4, -1.6, 1.9

Bioassay records as filed in PubChem.
